Source: PubChem BioAssay (National Center for Advancing Translational Sciences (NCATS))
GRP78 ERSR act: ER stress response induction in glioma | hit rate 0.02% among 420,000 | U87-MG GRP78 promoter luciferase reporter, 16 h | Potency, µM, for inactives: at the top dose activation, usual class: activators | AID 602332; note: potency is the fitted concentration of half-maximal effect; series mostly up to about 76 µM; % of control where 0% means no effect; nearly all actives have a fitted effect of over 35% in size
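Stably transfected U87-MG human glioma cells carrying a GRP78-based luminescent sensor were seeded at 1000 cells/well, pin-dosed with compounds and incubated 16 h. Luciferase reagent was then added, and end-point luminescence was read after 10 min at room temperature.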
TrxR1 substrate: is turned over as a substrate by rat TrxR1. Potency, µM (doses to about 114 µM), for the others: at the highest dose activity change, negative = substrate turnover. AID 588456. purified TrxR1 substrate turnover, NADPH consumption readout. hit rate 0.01% among 390,000; note: potency is the fitted concentration of half-maximal effect; % is set by controls: 0 for no effect and ±100 for the full control effect; nearly all actives have a fitted effect of over 50% in size
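Rat TrxR1, dispensed at 90 nM, was prereduced with 400 uM NADPH (final) for 5 min at ~22 deg C, then incubated with compound 15 min before 400 uM selenite. A first-read NADPH fluorescence drop versus no-compound background flagged substrates.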
Vif-A3G inh: inhibitors of Vif-APOBEC3G interaction | HeLa A3G-eYFP + Vif (tagged APOBEC3G with the HIV-1 protein that degrades it), YFP fluorescence, overnight | Potency, µM (highest dose often 46.1 µM), without a hit: at the highest dose activity, negative = active, actives largely listed as inhibitors | hit rate 0.076% among 410,000 | AID 602310;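 note: potency is the fitted concentration of half-maximal effect; % is set by controls: 0 for no effect and ±100 for the full control effect; nearly all actives have a fitted effect of over 60% in size; hits raise eYFP signal because A3G escapes Vif-driven loss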
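HeLa cells stably expressing Vif and C-terminally eYFP-tagged A3G, seeded overnight at 37 deg C, then exposed to compound by pintool overnight at 37 deg C. Rise in yellow fluorescence (Ex 488/Em 500-530, Acumen) marks blocked Vif-driven A3G degradation.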
LDHA inh: LDHA (human) enzyme inhibition; hit rate 0.15% among 480,000; purified LDHA, NADH/diaphorase-resazurin fluorescence; hits give low values; AID 1347041; activity change, % (values are at about 110 or 230 µM); in the data active = activity change below about -30%; inconclusive = mostly about -25% to -30%;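 note: plate controls were DMSO wells for no effect and wells without enzyme for full effect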
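Human LDH5 at 2 nM final in Tris HCl pH 7.4 with 0.06 mM NADH and 0.2 mM pyruvate, reacted 5 minutes at room temperature. Remaining NADH coupled via diaphorase/resazurin; resorufin fluorescence read at 0 and 20 minutes, normalized to enzyme-free and DMSO wells.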
mIDH1 inhibitor: human IDH1 R132H inhibition | IDH1-R132H enzyme, NADPH consumption, diaphorase/resazurin fluorescence | Potency, µM (doses to about 76.6 µM), for inactives: top-dose activity change, negative = inhibition, hits mostly inhibitors | hit rate 0.093% among 390,000; note: potency is the fitted concentration of half-maximal effect; % is set by controls: 0 for no effect and ±100 for the full control effect; nearly all actives have a fitted effect of over 65% in size
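IDH1-R132H (0.5 ug/mL) preincubated 30 min with compound, then NADPH (0.016 mM) and alpha-KG (2 mM) added; 80 min at RT, pH 7.5. Remaining NADPH coupled via diaphorase/resazurin to fluorescence (540/590 nm); concentration-response curves normalized to no-enzyme control.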
USP1 inh: blocks the human USP1/UAF1 deubiquitinase complex; O94782; recombinant USP1/UAF1, Ub-Rhodamine cleavage fluorescence; Potency, µM (series often up to 57.1 µM), without a hit: at the top dose activity change, negative = inhibition, hits mostly inhibitors; hit rate 0.23% among 390,000; AID 743255; note: potency is the fitted concentration of half-maximal effect; % is set by controls: 0 for no effect and ±100 for the full control effect; nearly all actives have a fitted effect of over 60% in size; inactives centre near -12
Target sequence (O94782 whole entry, looked up): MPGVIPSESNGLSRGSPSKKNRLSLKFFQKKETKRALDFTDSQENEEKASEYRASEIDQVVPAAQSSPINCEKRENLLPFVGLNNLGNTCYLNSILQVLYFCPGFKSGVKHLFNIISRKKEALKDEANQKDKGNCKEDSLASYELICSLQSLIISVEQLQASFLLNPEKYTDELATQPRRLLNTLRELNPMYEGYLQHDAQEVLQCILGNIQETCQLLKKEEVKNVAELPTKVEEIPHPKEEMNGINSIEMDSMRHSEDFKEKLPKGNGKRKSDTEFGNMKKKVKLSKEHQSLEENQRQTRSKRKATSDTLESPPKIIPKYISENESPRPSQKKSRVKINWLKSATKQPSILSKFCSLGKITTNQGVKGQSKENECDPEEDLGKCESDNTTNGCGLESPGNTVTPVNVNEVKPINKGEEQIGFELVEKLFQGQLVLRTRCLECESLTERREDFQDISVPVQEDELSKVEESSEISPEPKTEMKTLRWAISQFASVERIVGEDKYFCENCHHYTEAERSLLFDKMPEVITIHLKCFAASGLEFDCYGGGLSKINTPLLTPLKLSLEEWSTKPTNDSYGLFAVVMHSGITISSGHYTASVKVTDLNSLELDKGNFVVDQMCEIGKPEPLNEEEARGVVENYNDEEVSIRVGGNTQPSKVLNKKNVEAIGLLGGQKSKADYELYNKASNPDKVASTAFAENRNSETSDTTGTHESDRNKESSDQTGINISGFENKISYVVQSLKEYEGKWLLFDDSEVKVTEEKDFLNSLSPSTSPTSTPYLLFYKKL
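USP1/UAF1 complex at 1 nM was preincubated with compound for 15 min at room temperature, then Ub-Rho substrate (150nM final) was added. Fluorescence (480/540 nm) was read kinetically, 6 reads every 60 seconds.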
rTrxR1 inhibitor: blocks rat thioredoxin reductase 1 | recombinant rTrxR1, NADPH fluorescence consumption, selenite substrate | Potency, µM (top dose mostly 114 µM), for the others: top-dose activity change, negative = inhibition, most hits filed as inhibitors | hit rate 1% among 390,000 | AID 588453; note: potency is the fitted concentration of half-maximal effect; % is set by controls: 0 for no effect and ±100 for the full control effect; nearly all actives have a fitted effect of over 65% in size
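Rat TrxR1 (90 nM in the dispensed reagent) was pre-reduced with 400 uM NADPH for 5 min at room temperature, then incubated with compound for 15 min. After 400 uM selenite was added, NADPH fluorescence (Ex 340/Em 450 nm) was followed for 8 min.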
RGS4 inhibitor: human RGS4 inhibition | P49798 | Transcreener GDP fluorescence polarization, RGS4-accelerated GTP hydrolysis | Potency, µM (top dose mostly 114 µM), inactives show at the highest dose activity change, negative = inhibition, actives largely listed as inhibitors | hit rate 0.039% among 390,000 | AID 504845; note: potency is the fitted concentration of half-maximal effect; % is set by controls: 0 for no effect and ±100 for the full control effect; nearly all actives have a fitted effect of over 75% in size; some results filed as inactive show a strong effect at the top dose
Target sequence (P49798 whole entry, looked up): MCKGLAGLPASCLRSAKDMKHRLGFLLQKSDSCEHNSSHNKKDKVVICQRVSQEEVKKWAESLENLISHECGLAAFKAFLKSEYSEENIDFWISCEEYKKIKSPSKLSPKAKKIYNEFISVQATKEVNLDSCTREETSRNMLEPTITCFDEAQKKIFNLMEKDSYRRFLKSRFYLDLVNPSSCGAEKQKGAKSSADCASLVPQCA
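MLSMR compounds (23 nl, pin-transferred) preincubated 10 min at room temperature with a 500nM (2x) first reagent, then RGS4 at 900nM (2x) plus Transcreener GDP mix added; fluorescence polarization (620/688 nm) read before and after 90 min at 30 °C.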
Vif-APOBEC3F blk: Vif-A3F binding inhibition; HeLa A3F-eYFP + Vif (tagged APOBEC3F with the HIV-1 protein that degrades it), YFP fluorescence increase; Potency, µM (highest dose often 46.1 µM), for inactives: top-dose activity, negative = active; hit rate 0.2% among 390,000; AID 602313; note: potency is the fitted concentration of half-maximal effect; % of control where 0% means no effect; nearly all actives have a fitted effect of over 65% in size
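HeLa cells stably expressing Vif plus C-terminally eYFP-tagged A3F were seeded, incubated overnight at 37 deg C, dosed with compound, incubated overnight again at 37 deg C. Yellow fluorescence (Ex 488/Em 500-530) reported blocked Vif-mediated A3F-eYFP degradation.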
An asterisk follows results filed as active; ? = inconclusive; · = not tested or not shown; & = joins results of further samples; [ ] = remark or other dose. Unless noted, calls come from the whole dose curve; as a rule, active = well fitted curve in the direction sought with a large enough effect; inconclusive = small, poorly fitted or top-dose-only effect, or another doubt; inactive = no such curve, though single readings can be large; an effect the other way counts as inactive or inconclusive. Only part of the results is shown (hit frequency here may not be typical).

SMILES | GRP78 ERSR act | TrxR1 substrate | Vif-A3G inh | LDHA inh | mIDH1 inhibitor | USP1 inh | rTrxR1 inhibitor | RGS4 inhibitor | Vif-APOBEC3F blk
Cc1cc(C)c2c(N)c(C(=O)NCC3CCCCC3)sc2n1 | 6.8% | 71.2%[activator] | -10.9% | 1.9 | 4.3% | -16.5% | -3.7%[57.1 µM] | 2.8% | 0.7%
COC(=O)CCC(=O)OC1(C)C(=O)C2=CN(CCCOC(C)C)C(c3ccc(OC)cc3)=CC2=C(Br)C1=O (stereo unspecified) | -5.3% | -11.3%[57.1 µM] | 1.7% | 17.1 | 4.0% | 28.2µM* | 9.8%[57.1 µM] | ? | -0.1%
CCCCc1noc2c1/C(=N\O)CC(c1ccccc1)C2 (stereo unspecified) | 0.5% | 6.7%[57.1 µM] | -7.0% | -7.5 | -1.1% | -12.3% | 11.8%[57.1 µM] | 20.1% | 1.6%
CCOC(=O)c1c(C2CC2)csc1NC(C)=O | -0.6% | 8.5%[57.1 µM] | -8.9% | -4.9 | 0.5% | -12.7% | 18.3%[57.1 µM] | 6.4%[11.4 µM] | 5.2%
Cc1ccc2oc(-c3ccc(Cl)cc3)c(O)c(=O)c2c1 | 0.1% | -3.3% | 4.6% | -7.3 | -12.6% | -26.9% | 16.0% | -8.9% | 0.1%
COc1ccc2c(C)c(CC(=O)NCCc3ccc(Cl)cc3)c(=O)oc2c1C | -3.7% | 9.6% | -1.9% | 4.5&0.4 | 1.6% | -19.7% | 17.5% | -22.5% | 2.6%
Cc1ccc(Cl)cc1N1CCN(S(=O)(=O)c2cnc[nH]2)CC1 | -0.9% | -27.1% | -5.9% | 1.1 | 0.0% | -11.9% | 13.2%[57.1 µM] | -15.6% | 5.3%
CSc1ccc(Cl)c(C(=O)Nc2ccc(OCC(N)=O)cc2)c1 | -1.6% | -7.8% | -4.9% | -2.9 | 11.6% | -2.3% | 5.3% | 22.6% | -11.7%
C=C(C)C(=O)Nc1cccc(C2=NOC3(C2)C[C@H](C(N)=O)N(C(=O)CC#N)C3)c1 (stereo partly specified) | -3.0% | ? | 2.4% | 8.3 | 11.1% | -24.2% | -5.0% | ? | -4.0%
CCOc1ccc(Oc2c(/C=N/NC(C)=O)c(C)nn2-c2ccccc2)cc1 | -4.6% | -4.0% | -1.7% | -1.6 | -2.7% | -4.4% | 9.0% | 11.8% | 0.1%
O=C(NC1CCCCC1)c1cc2nc(-c3ccco3)cc(C(F)(F)F)n2n1 | -3.9% | 26.7% | -0.5% | -2.4 | 7.8% | -16.4% | -30.4% | -7.0% | 0.4%
COc1ccc(C)c2sc(N(CCN(C)C)C(=O)/C=C/c3cccs3)nc12 | -14.3% | -1.7% | -0.5% | -0.3 | 17.2% | -25.1% | -5.6% | -5.6% | 0.6%
CCOC(=O)C1CCN(CCC(=O)Nc2cccc(C)c2)CC1 | -4.5% | 5.8% | -4.7% | -3.5 | 1.0% | -15.5% | 13.4%[57.1 µM] | 4.3% | 6.2%
CCN(C(=O)c1cccc(S(=O)(=O)N(C)C)c1)C12CC3CC(CC(C3)C1)C2 | -3.9% | -4.8%[57.1 µM] | 0.0% | -3.3 | 10.2% | 0.1% | -4.7%[57.1 µM] | 9.1% | 1.8%
COc1ccccc1C(=O)NCCC(=O)N(C)CC(=O)Nc1ccc(Cl)cc1 | -0.4% | -10.9% | 4.6% | -2.4 | 6.7% | -12.1% | -11.2% | 1.4% | 3.4%
Cc1c(C(=O)N/N=C/c2c(O)ccc3ccccc23)nnn1-c1nonc1N | 7.0% | 4.1% | 0.3% | 1.3 | 9.0% | -25.2% | 27.8% | -4.6% | -0.5%
CC(O)CNc1nc2ccccc2n1CC(=O)NCCc1ccc(Cl)cc1 (stereo unspecified) | -0.2% | 0.5% | 0.7% | -2.8 | 3.8% | -22.3% | 7.3% | -15.6% | ·
Cc1ccc(-c2cc(C(=O)O)n[nH]2)o1 | -1.4% | 17.5% | -1.9% | -0.7 | 0.2% | -1.8% | 14.3% | 3.4% | -8.9%
CCOC(=O)c1[nH]c2c(c1-c1ccccc1)C(=O)CC(c1ccc(OC)c(OC)c1)C2 (stereo unspecified) | -5.6% | -5.2% | -0.2% | -2.2 | -6.0% | -2.4% | 25.5% | 8.0% | 0.2%
CCc1cccc(OCC2Cn3c(nc4c3c(=O)n(C)c(=O)n4C)O2)c1 (stereo unspecified) | -1.9% | 3.8% | 0.0% | -1.4 | 1.1% | -15.9% | 21.8% | 6.2% | 0.3%
O=C(CCS(=O)(=O)c1ccc(Br)s1)NC1CCCCCC1 | -0.4% | 8.4%[57.1 µM] | 1.7% | 0.9 | -1.5% | -7.1% | 14.1%[57.1 µM] | 12.1% | -9.4%
CC(=O)Nc1ccc(S(=O)(=O)N[C@@H](C)C(=O)N2CCN(c3ccccn3)CC2)cc1 | -0.8% | 0.0% | 5.5% | -1.1 | 7.0% | 2.2% | 39.2%[activator] | -34.5% | 6.8%
O=C(N/N=C/c1ccc[nH]1)c1ccccc1OCc1ccc(F)cc1 | -4.0% | 2.1% | -2.4% | -17.1 | -4.1% | 0.2% | 11.8% | 32.1% | 3.1%
COc1ccc(S(=O)(=O)N2CCCCC2)cc1NC(=O)Cc1cccs1 | -3.0% | -3.0% | -5.2% | -1.4 | 0.0% | 0.0% | 13.6% | 15.3% | -10.7%
CCc1ccc(NC(=S)NCc2cccnc2)cc1 | -4.7% | 3.4% | 1.7% | -8.5 | 9.5% | -21.3% | 0.9% | -7.1% | 0.1%
CC(C)OCCCNC(=O)C1CCC(=O)N1C(C)C (stereo unspecified) | -0.4% | 7.6% | 1.5% | -2.0 | 0.4% | 17.6% | 9.5% | 0.9% | 1.6%
CONc1nc2nonc2nc1NOC | 0.6% | -5.0% | 1.6% | -9.3 | -5.2% | 1.7% | 14.8% | 5.4% | -3.0%
COc1ccc(CNC(=O)c2ccc3c(c2)N(C)C(=O)C2CCCCN32)cc1OC (stereo unspecified) | -2.2% | 1.7%[57.1 µM] | 1.7% | 0.8 | -6.2% | -9.7% | 22.2%[57.1 µM] | 4.9% | 2.7%
COc1cccc(CN(Cc2ccco2)C(c2ccc(F)cc2)c2nnnn2C(C)(C)C)c1 (stereo unspecified) | -1.4% | 0.9% | -1.0% | 3.2 | 6.8% | -26.5% | -20.3% | -16.0% | 0.3%
Cc1cc(C)c(NC(=S)NC(NC(=O)c2ccccc2)C(Cl)(Cl)Cl)c(C)c1 (stereo unspecified) | -5.6% | -7.6% | 1.2% | -5.1 | 0.0% | -10.7% | -3.9%[57.1 µM] | -10.5% | -1.4%
O=C(CN(Cc1ccc(Cl)cc1)C(=O)c1csnn1)NCc1ccccc1 | -5.3% | -5.5% | 1.2% | -4.4 | -2.3% | 1.7% | 12.3% | -3.3% | -8.9%
O=c1c(-c2cc(-c3ccccc3)nc3c2COc2ccc(Cl)cc2-3)coc2ccc(F)cc12 | -2.3% | 6.5% | 1.0% | -0.9 | -11.2% | -18.5% | 22.5% | 6.3% | 1.9%
O=C(O)c1ccccc1CSc1nc2ccccc2n1Cc1ccccc1C(=O)O | 6.0% | -0.8%[57.1 µM] | -3.6% | -32.1* | -6.1% | -20.6% | 4.3%[57.1 µM] | -17.2% | 7.7%
CCOc1cc(-c2nc3ccccc3s2)ccc1O | 11.4% | 120.1%[activator] | -16.7% | -2.3 | 13.5% | -29.2% | 15.4% | 5.0% | -2.4%
COC(=O)[C@H](CC(C)C)NC(=O)c1cc2c(cn1)[nH]c1ccccc12 | 1.0% | 3.0% | -0.9% | 0.5 | -1.6% | -25.3% | -16.6% | ? | -7.4%
COc1cccc(CNC(=O)CCCc2cn(C)c3ccccc23)c1 | 0.5% | -7.6% | 1.8% | 0.1 | -1.3% | -24.6% | -8.9% | ? | 0.8%
Cc1cnc2c(c1SCC(=O)Nc1ccc(F)cc1F)c(=O)n(C)c(=O)n2C | -1.9% | -1.4%[57.1 µM] | 3.3% | 2.0 | 0.0% | -10.6% | -3.6%[57.1 µM] | -9.9% | 1.3%
COc1cccc(CNC(=O)c2cc(COc3c(F)cccc3F)on2)c1 | 1.2% | 2.1% | 1.3% | -2.9 | -9.6% | -27.9% | 37.9%[activator] | 1.6% | 7.4%
CCOC(=O)c1c(S(=O)(=O)Nc2cccc(Cl)c2)c(C)n(C)c1C | -7.0% | 15.3% | -8.9% | -0.3 | 0.7% | -12.7% | 22.0% | 43.5%[11.4 µM] | -0.7%

Two records drawn at random from the list so far, as already listed:
SMILES | GRP78 ERSR act | TrxR1 substrate | Vif-A3G inh | LDHA inh | mIDH1 inhibitor | USP1 inh | rTrxR1 inhibitor | RGS4 inhibitor | Vif-APOBEC3F blk
CC(O)CNc1nc2ccccc2n1CC(=O)NCCc1ccc(Cl)cc1 (stereo unspecified) | -0.2% | 0.5% | 0.7% | -2.8 | 3.8% | -22.3% | 7.3% | -15.6% | ·
CC(C)OCCCNC(=O)C1CCC(=O)N1C(C)C (stereo unspecified) | -0.4% | 7.6% | 1.5% | -2.0 | 0.4% | 17.6% | 9.5% | 0.9% | 1.6%
